# Assay outcomes as filed in PubChem.
# KCNK9 inh = human KCNK9 channel inhibition | B-score at 10 µM | HEK293 KCNK9, FluxOR thallium flux fluorescence; active compounds read low | 310,000 compounds, 1.2% hits;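 active = ratio B-score over 3 SD below the library mean, with starting fluorescence within 5 SD of its mean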;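 also: negative B-score means less thallium flux so channel inhibition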
# Target sequence (Q9NPC2 whole entry, looked up): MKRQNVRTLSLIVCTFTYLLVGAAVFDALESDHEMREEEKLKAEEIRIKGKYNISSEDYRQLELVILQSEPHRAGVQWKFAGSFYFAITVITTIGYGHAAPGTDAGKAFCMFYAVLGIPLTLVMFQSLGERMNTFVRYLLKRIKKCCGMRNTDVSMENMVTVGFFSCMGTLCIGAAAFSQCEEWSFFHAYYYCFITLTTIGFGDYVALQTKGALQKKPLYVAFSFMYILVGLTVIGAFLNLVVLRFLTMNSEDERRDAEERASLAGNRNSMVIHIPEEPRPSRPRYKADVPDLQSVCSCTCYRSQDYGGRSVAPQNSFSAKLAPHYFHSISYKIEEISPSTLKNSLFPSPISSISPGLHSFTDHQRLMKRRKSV
# Platelet DG rel = platelet dense granule release activity. human platelet-rich plasma, SFLLRN dense granule ATP release, luminescence. inhibition, %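 (compounds screened at 7.5 µM in platelet-rich plasma)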. 300,000 compounds, 0.22% hits;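 active = mean replicate score, as percent of positive control, at or above 50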
# TRPC4 potent = allosterically enhances the mouse TRPC4 cation channel. Q9QUQ5. HEK293 TRPC4beta/mu-opioid, DAMGO EC20, Fluo-4 Ca2+ flux; active compounds read high. B-score at 10 µM. 310,000 compounds, 0.42% hits. AID 2227;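 active = B-score of calcium response area above 5 SD of library B-scores, with initial fluorescence ratio within 5 SD of library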;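 also: B-score of integrated fluorescence ratio over time as area under calcium response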
# Dyrk1A ADPGlo = blocks rat Dyrk1A kinase activity | Q63470 | ADP-Glo luminescence, NFATc1 peptide | inhibition, % at 12.5 µM | 310,000 compounds, 0.43% hits; in the data active = inhibition above about 50%;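 also: plate controls were vehicle with enzyme for no effect and no enzyme for full effect; many of its hits are not listed in these tables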
# TRPC4 act = opens the mouse TRPC4 cation channel. Q9QUQ5. HEK293 TRPC4beta/mu-opioid, Fluo4 calcium fluorescence; active compounds read high. B-score at 10 µM. 310,000 compounds, 0.49% hits. AID 2237;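 active = B-score above 5 SD of library B-scores, and initial fluorescence ratio not above library mean plus 5 SD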;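 also: positive B-score marks a calcium rise read as TRPC4 activation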
#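 system = HEK293 cells stably co-expressing mouse TRPC4beta and mu-opioid receptor | schedule = Fluo4 dye loading 45 min at room temperature, 110 s recording | measure = B-scored integrated calcium fluorescence ratio | signal = Fluo4 calcium-sensitive dye fluorescence, kinetic, 1 Hz baseline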
# KCNQ1 act = potentiators or activators of human KCNQ1 potassium channel. P51787. CHO-K1 KCNQ1, thallium flux FluxOR fluorescence; active compounds read high. B-score at 10 µM. 310,000 compounds, 0.35% hits. AID 2648;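 active = fluorescence ratio B-score, a plate-corrected score, at least three library SD, with initial intensity B-score within 5 SD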
#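 Doses: Single concentration per compound, DMSO matched to controls | Test system: KCNQ1-transfected CHO-K1 cells | Timing: 90 min dye loading and 20 min compound exposure, both at room temperature | Measured by: Kinetic FluxOR thallium fluorescence, 10-s 1-Hz baseline, 110-s post-stimulus read | Medium: Assay buffer with matched DMSO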
# TRPC4 block = blocks the mouse TRPC4 cation channel | 300,000 compounds, 0.39% hits | AID 2247 | Q9QUQ5 | HEK293 TRPC4beta/mu-opioid, DAMGO-evoked Fluo4 calcium flux; active compounds read low | B-score at 10 µM;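 active = B-score over 3 SD under the library average, no early fluorescence shift, positive overall ratio signal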
#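 System: stable TRPC4beta/mu-opioid receptor HEK293 cells; Dosing: single-point compound dosing; Measured by: Fluo4 Ca2+ flux fluorescence; Read-out basis: per-well B score of integrated baseline-normalized Fluo4 ratio.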
# hERG protect = hERG (human) protection from proarrhythmic block; 310,000 compounds, 0.51% hits; activation (rescue from dofetilide block), less the hit threshold, % at 10 µM; Q12809; CHO-hERG, FluxOR thallium flux, dofetilide IC70 present;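 active = activation above the mean of controls blocked by dofetilide plus 5 SD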;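 also: thallium influx through hERG after potassium depolarization seen as dye fluorescence rise; in these data hits start at about 4.7%; inactives centre near -7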
# PolyA inh = blocks polyadenylation in yeast reporter cells; S. cerevisiae SKY197-pL101 polyadenylation reporter, beta-gal luminescence; efflux-impaired pdr1/pdr3 knockout yeast; score 100 = 6 SD above DMSO; calls only at 12 µM; 300,000 compounds, 0.02% hits; AID 1875;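 active = lowest replicate activity score at least 50, where 100 means six control SD above control mean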;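 also: yeast exposed to compound for 9 h at 30 °C; higher score means more reporter readthrough which indicates perturbed polyadenylation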
# KCNK3 block = human KCNK3 channel inhibition, primary screen; AID 602410; B-score at 10 µM; O14649; 340,000 compounds, 0.84% hits; CHO-KCNK3 thallium flux, FluxOR fluorescence; active compounds read low;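 active = B-score under library mean minus 4 SD, starting fluorescence ratio at most library mean plus 5 SD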;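 also: more negative B-score means stronger inhibition of thallium flux through KCNK3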
# Target sequence (O14649 whole entry, looked up): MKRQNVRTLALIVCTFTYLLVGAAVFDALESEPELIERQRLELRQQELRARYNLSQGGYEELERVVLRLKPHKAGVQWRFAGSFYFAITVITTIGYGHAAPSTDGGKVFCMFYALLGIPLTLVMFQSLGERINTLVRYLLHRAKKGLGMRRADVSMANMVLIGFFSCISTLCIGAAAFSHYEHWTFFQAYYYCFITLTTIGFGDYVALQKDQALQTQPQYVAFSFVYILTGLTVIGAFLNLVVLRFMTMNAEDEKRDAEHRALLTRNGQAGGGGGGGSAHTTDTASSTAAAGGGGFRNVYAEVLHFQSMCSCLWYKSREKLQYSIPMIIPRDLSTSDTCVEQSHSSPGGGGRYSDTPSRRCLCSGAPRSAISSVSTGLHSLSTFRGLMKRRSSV
# KCNQ1 inh = inhibitors of human KCNQ1 potassium channel; 310,000 compounds, 1.3% hits; P51787; B-score at 10 µM; CHO-K1 KCNQ1, FluxOR thallium flux fluorescence; active compounds read high;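 active = compounds whose thallium flux B-score, printed positive for inhibition, exceeds three library SD while starting fluorescence stays within three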;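 also: channel opened by potassium depolarization with thallium stimulus after 20 min compound exposure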
# The depositor's hits bear a star; i = inactive; . = no result given. The list is partial, so the mix of outcomes need not match the whole.
SMILES,KCNK9 inh,Platelet DG rel,TRPC4 potent,Dyrk1A ADPGlo,TRPC4 act,KCNQ1 act,TRPC4 block,hERG protect,PolyA inh,KCNK3 block,KCNQ1 inh
COc1ccc(CCNC(=O)CCn2c(SCC#N)nc3ccccc3c2=O)cc1OC,i,-3,i,-1,i,i,i,-13,i,i,i
CCOCCCNC(=O)c1ccc2c(c1)ncn2-c1cccc(C)c1,i,22,i,.,i,i,i,-8,i,i,i
C=CCNC(=O)N1CCCC(C(=O)c2cccc(Cl)c2)C1 (configuration not stated),i,-5,i,-3,i,i,i,-7,i,i,i
O=C(NC(=S)NCc1ccco1)c1cccc(Cl)c1,i,-4,i,-2,i,i,i,-7,i,i,i
Cc1cc(Br)ccc1NC(=S)NCCc1ccccc1,i,.,i,-8,i,i,i,-11,.,i,i
CCCn1c(SCC(=O)Nc2ccc(OC)cc2)nnc1-c1ccncc1,i,2,i,-7,i,i,i,-10,i,i,i
Cc1ccc(C(=O)COC(=O)c2cn(-c3ccccc3)nc2-c2ccccc2)cc1[N+](=O)[O-],i,6,i,-8,i,i,i,-13,i,i,i
COc1cccc(OC)c1NC(=O)C1CCCN1C(=O)Nc1cccc(Cl)c1 (configuration not stated),i,0,i,1,i,i,i,-4,i,i,i
CCOC(=O)c1c(C)c(C(=O)O)n(C)c1C,i,-6,i,-4,i,i,i,-1,i,i,i
CC(=O)Nc1nc(-c2cc([N+](=O)[O-])cs2)cs1,i,2,i,3,i,i,i,-10,i,i,i
CCOc1ccc(NC(=O)CC2S/C(=N/N=C3CCCCCC3)NC2=O)cc1 (configuration not stated),i,-4,i,-1,i,i,i,-5,i,i,i
COCCCNC(=S)NCCCNc1nc2cc3c(cc2cc1C#N)OCO3,i,0,i,9,i,i,i,-4,i,i,i
Cc1nc(-c2ccccc2)sc1-c1nc(-c2ccccc2)ncc1S(=O)(=O)c1ccccc1,i,-1,i,-1,i,i,i,-4,i,i,i
CCCCOc1ccc(NC(=O)C2OC3OC(C)(C)OC3C3OC(C)(C)OC23)cc1 (configuration not stated),i,-1,i,1,i,i,i,-9,i,i,i
Cc1cc(=O)n(C)c(=O)n1CC(=O)N1CCCCCC1,i,3,i,-3,i,i,i,-5,i,i,i
COc1ccc(C(=O)CCN2CCCC(C)C2)cc1 (configuration not stated),i,2,i,-5,i,i,i,1,i,i,i
O=C(CCCC(=O)NCc1ccc(F)cc1)NCc1ccc(F)cc1,i,-1,i,2,i,i,i,-5,i,i,i
CC(C)(C)c1ccc(C(=O)NNC(=O)c2ccc(Cl)cc2)cc1,i,-10,i,-10,i,i,i,-9,i,i,i
Cc1noc(C(=O)Nc2c(C)nn(Cc3ccccc3)c2C)c1Cl,i,-6,i,-3,i,i,i,-9,i,i,i
COc1cc(C(C)=O)ccc1OCC(O)CN1CCN(c2ccccc2)CC1 (configuration not stated),i,4,i,7,i,i,i,-6,i,i,i
Cc1cc(-c2ccc(S(=O)(=O)N3CCN(C)CC3)s2)on1,i,4,i,.,i,i,i,-5,i,i,i
Cn1c(CNc2ccccc2)nc2ccccc21,i,2,i,9,i,i,i,-9,i,i,i
CC(C)c1ccc(NC(=S)NC2CC3C=CC2C3)cc1 (configuration not stated),i,-3,i,.,i,i,i,-9,i,i,i
COC(=O)c1ccccc1S(=O)(=O)N(Cc1cc2cc3c(cc2[nH]c1=O)OCO3)C1CCCCC1,i,-12,i,.,i,i,i,-8,i,.,i
Cc1ccc(OC(C)C(=O)Nc2ccccc2C(=O)N2CCN(C)CC2)cc1 (configuration not stated),i,-2,i,-6,i,i,i,-16,i,i,i
Cc1ccc(C(=O)CSc2nnc(-c3cccnc3)n2N)cc1,i,10,i,.,i,i,i,-8,i,i,i
CCCCN=C1NC(=O)C(CC(=O)NCCc2ccc(OC)cc2)S1 (configuration not stated),i,2,i,-2,i,i,i,-13,i,i,i
Cc1cc([N+](=O)[O-])nn1CC(=O)N/N=C/c1ccccc1F,i,-5,i,.,i,i,i,-7,i,i,i
CCCCCC(=O)NC(=S)Nc1cccc(C(C)=O)c1,i,-11,i,11,i,i,i,-9,i,i,i
CN(CC1CCCN(CCc2ccc(Cl)cc2)C1)C(=O)C(=O)c1ccco1 (configuration not stated),i,13,i,3,i,i,i,-8,i,i,i
CCC(=O)Nc1ccc(C(=O)NNC(=O)c2ccc([N+](=O)[O-])cc2)cc1,i,-2,i,-3,i,i,i,-1,i,i,i
CCOc1ccc(-c2n[nH]c(=S)o2)cc1,i,0,i,5,i,i,i,-7,i,i,i
O=c1oc2ccccc2c(NCc2ccccc2)c1[N+](=O)[O-],i,2,i,-2,i,i,i,-5,i,i,i
Nc1oc2ccccc2c(=O)c1-c1ccc2c(c1)OCO2,i,-12,i,6,i,i,i,-4,i,i,i
O=C(OCc1ccc([N+](=O)[O-])cc1)c1cnc(Cl)c(Cl)c1,i,-1,i,2,i,i,i,-1,i,i,i
COc1ccccc1C(=O)CSc1cccc[n+]1[O-],i,0,i,-1,i,i,i,-3,i,i,i
COC(=O)c1ccc(C2=NOC(C)(c3sc(-c4ccc(Cl)cc4)nc3C)C2)cc1 (configuration not stated),i,5,i,7,i,i,i,-8,i,i,i
CCN(CC)CCn1c(/N=C/c2ccc(OC)c(OC)c2)nc2ccccc21,i,3,i,.,i,i,i,-13,i,i,i
CC(C)(C)c1ccc2c(c1)OC(C(=O)N/N=C/c1ccc([N+](=O)[O-])o1)CO2 (configuration not stated),i,15,i,.,i,i,i,-9,i,i,i
O=C1OC(c2ccccc2)c2ccc3ccccc3c21 (configuration not stated),i,-71,i,.,i,i,i,-12,i,i,i
Cc1[nH]c2c(C)cccc2c(=O)c1Br,i,3,i,40,i,i,i,0,i,i,i
CCOC(=O)COc1ccccc1/C=N/Nc1nnc2c3ccccc3n(C)c2n1,i,-1,i,.,i,i,i,-8,i,i,i
CCOC(=O)c1cccc(NC(=O)CSc2nnnn2CC)c1,i,-3,i,4,i,i,i,-4,i,i,i
COc1ccc(-c2csc(=Nc3c(C)n(C)n(-c4ccccc4)c3=O)n2C(C)(C)C)cc1,i,3,i,.,i,i,i,5.1*,i,i,i
COc1ccc(-n2c(O)c(Cc3ccccc3)c(=O)n3nc(-c4ccccc4)c(=O)cc23)cc1,i,3,i,-4,i,i,i,-4,i,i,i
O=C1CSC(c2ccc(Cl)cc2)N1 (configuration not stated),i,2,i,-4,i,i,i,1,i,i,i
Cc1ccc(Cn2c(CN3CCN(C(=O)c4ccco4)CC3)nc3c2c(=O)n(C)c(=O)n3C)cc1,i,3,i,-2,i,i,i,-11,i,i,i
COC(=O)c1c(NC(=O)C2C3CCC(O3)C2C(=O)O)sc2c1CCCCCC2 (configuration not stated),i,-10,i,-9,i,i,i,-7,i,i,i
CCCCn1c(SCC(=O)NC(C)CC)nc2ccc(N3CCOCC3)cc2c1=O (configuration not stated),i,2,i,-2,i,i,i,-13,i,i,i
Clc1ccccc1N1CCN(Cc2ccco2)CC1,i,-5,i,-3,i,i,i,-4,i,i,i
Cc1ccccc1NC(=S)NC(NC(=O)N(C)C)C(Cl)(Cl)Cl (configuration not stated),i,-8,i,1,i,i,i,-4,i,i,i
Cc1ccccc1C(=O)N1CCN(c2ccc(NC(=O)c3cccnc3Cl)cc2)CC1,i,-11,i,.,i,i,i,-6,i,i,i
COc1cccc2cc(C(=O)NCc3ccccc3Cl)c(=O)oc12,i,-3,i,-4,i,i,i,-9,i,i,i
Cn1c(=S)[nH]c2scc(-c3cccs3)c2c1=O,i,-18,i,.,i,66*,i,58*,i,i,i
O=C(O)c1ccc(S(=O)(=O)Nc2cccc(CP(=O)(c3ccccc3)c3ccccc3)c2)cc1,i,-1,i,-1,i,i,i,-5,i,i,i
N#C/C(=C/c1cccn1-c1cccc(C(=O)O)c1)c1ccc(Cl)cc1,i,-2,i,-1,i,i,-6*,-4,i,i,i
CCC(C)N(CCNC(=O)c1ccc2c(c1)NC(=O)c1ccccc1S2)C1CCCCC1 (configuration not stated),i,16,i,-3,i,i,i,-13,.,i,i
CS(=O)(=O)N(CC(=O)N/N=C/c1ccccc1C(=O)O)c1cccc(Cl)c1Cl,i,16,i,-1,i,i,i,-9,i,i,i
O=C1c2ccccc2C(=O)N1CN(C(=O)c1ccccc1[N+](=O)[O-])c1ccc(F)cc1,i,-9,i,1,i,i,i,-6,i,i,i
Cc1coc(C)c1C(=O)CC1(O)C(=O)N(C)c2ccc(Cl)cc21 (configuration not stated),i,1,i,7,i,i,i,-10,i,i,i
# (list continues)
SMILES,KCNK9 inh,Platelet DG rel,TRPC4 potent,Dyrk1A ADPGlo,TRPC4 act,KCNQ1 act,TRPC4 block,hERG protect,PolyA inh,KCNK3 block,KCNQ1 inh
Cc1csc(NC(=O)c2cccc(Cn3nc(C)c(Br)c3C)c2)n1,i,0,i,3,i,i,i,-6,i,i,i
CCOC(=O)c1sc(SCc2ccccc2)c2c1CC(C)(C)CC2=O,i,0,i,-18,i,i,i,-10,.,i,i
CN1C(=O)c2ccccc2C(C(=O)O)C1c1cccc(Cl)c1 (configuration not stated),i,-17,i,-1,i,i,i,-7,i,i,i
Cc1ccc(N=c2c([N+](=O)[O-])nn(-c3ccc4c(c3)OCCO4)n2O)c(Cl)c1,i,1,i,.,i,i,i,-3,i,.,i
c1ccc(N=P(N2CCOCC2)(N2CCOCC2)N2CCOCC2)cc1,i,-2,i,-1,i,i,i,0,i,i,i

# Entries of single compounds as entered above.
# c1ccc(N=P(N2CCOCC2)(N2CCOCC2)N2CCOCC2)cc1 across the screens: KCNK9 inh = i; Platelet DG rel = -2; TRPC4 potent = i; Dyrk1A ADPGlo = -1; TRPC4 act = i; KCNQ1 act = i; TRPC4 block = i; hERG protect = 0; PolyA inh = i; KCNK3 block = i; KCNQ1 inh = i
# CCOC(=O)c1sc(SCc2ccccc2)c2c1CC(C)(C)CC2=O across the screens: KCNK9 inh = i; Platelet DG rel = 0; TRPC4 potent = i; Dyrk1A ADPGlo = -18; TRPC4 act = i; KCNQ1 act = i; TRPC4 block = i; hERG protect = -10; PolyA inh = .; KCNK3 block = i; KCNQ1 inh = i
